Assay outcomes: PubChem, Johns Hopkins Ion Channel Center
KCNQ1 act = potentiates or activates the human KCNQ1 potassium channel. P51787. CHO-K1 KCNQ1, thallium flux FluxOR fluorescence; hits give high values. hit rate 0.35% among 310,000. B-score at 10 µM;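 active = fluorescence ratio B-score, a plate-corrected score, at least three library SD, with initial intensity B-score within 5 SD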
Target sequence (P51787 whole entry, looked up): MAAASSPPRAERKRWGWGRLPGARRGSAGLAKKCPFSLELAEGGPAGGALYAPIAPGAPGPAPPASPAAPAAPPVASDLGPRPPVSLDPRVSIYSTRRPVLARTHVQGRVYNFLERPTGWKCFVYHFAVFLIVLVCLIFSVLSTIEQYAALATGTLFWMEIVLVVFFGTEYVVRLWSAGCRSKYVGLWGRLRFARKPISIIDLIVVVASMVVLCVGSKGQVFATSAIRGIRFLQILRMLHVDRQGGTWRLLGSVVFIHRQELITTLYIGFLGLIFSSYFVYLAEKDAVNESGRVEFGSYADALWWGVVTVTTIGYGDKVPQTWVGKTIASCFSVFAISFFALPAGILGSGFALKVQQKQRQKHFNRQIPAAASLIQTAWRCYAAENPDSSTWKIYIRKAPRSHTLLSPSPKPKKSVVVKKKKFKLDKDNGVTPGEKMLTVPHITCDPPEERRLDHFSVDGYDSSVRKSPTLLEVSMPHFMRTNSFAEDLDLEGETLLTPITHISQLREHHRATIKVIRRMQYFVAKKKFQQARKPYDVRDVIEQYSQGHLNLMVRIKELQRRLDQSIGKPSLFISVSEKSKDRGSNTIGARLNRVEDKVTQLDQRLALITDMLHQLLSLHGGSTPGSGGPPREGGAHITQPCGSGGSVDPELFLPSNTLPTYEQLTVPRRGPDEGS
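System: Stable KCNQ1 CHO-K1 line | Incubation: 90 min dye loading and 20 min compound exposure, both at room temperature | Measure: Ratio B score | Medium: Assay buffer for compound exposure, DMSO matched across wells | Compound dosing: Single-concentration screen | Probe or stimulus: K+/Tl+ depolarizing stimulus | Measured by: Kinetic FluxOR fluorescence, 10 s baseline plus 110 s post-stimulus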
KCNK9 inh = inhibitors of human KCNK9 two-pore domain potassium channel. Q9NPC2. HEK293 KCNK9, FluxOR thallium flux fluorescence; hits give low values. B-score at 10 µM. hit rate 1.2% among 310,000;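 active = ratio B-score over 3 SD below the library mean, with starting fluorescence within 5 SD of its mean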;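 note: negative B-score means less thallium flux so channel inhibition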
KCNQ1 block = human KCNQ1 channel inhibition; P51787; CHO-K1 KCNQ1, FluxOR thallium flux fluorescence; hits give high values; B-score at 10 µM; hit rate 1.3% among 310,000; AID 2642;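 active = compounds whose thallium flux B-score, printed positive for inhibition, exceeds three library SD while starting fluorescence stays within three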;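 note: channel opened by potassium depolarization with thallium stimulus after 20 min compound exposure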
RGS4 pot = potentiators or activators of RGS4. HEK293 M3R/inducible RGS4, carbachol calcium flux Fluo4; hits give low values. B-score at 10 µM. hit rate 0.92% among 310,000;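 active = B-score of the integrated calcium signal more than 4 SD below the library mean, with starting fluorescence not abnormally high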;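 note: negative B-score means reduced calcium response which marks RGS4 activation or potentiation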
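System: HEK293 FlpIn-TREx cells, stable M3R, doxycycline-inducible RGS4. Timing: overnight RGS4 induction, 30 min dye load 37 °C, 20 min compound RT. Also added: carbachol, ECmax concentration. Measured by: Fluo4 fluorescence kinetic imaging of calcium. Evaluation: integrated calcium ratio converted to B score.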
TMEM16A inh = mouse TMEM16A channel inhibition, primary screen | HEK293 TMEM16A/YFP iodide influx fluorescence, ionomycin | AID 588511 | normalized B-score (activity score, 25-100; higher = stronger inhibition) at 10 µM | hit rate 1.2% among 310,000 | Q8BHY3;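 active = ratio plate-corrected score three or more library SD toward inhibition, starting fluorescence score within five deviations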;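 note: score derived from kinetic fluorescence span divided by baseline fluorescence per well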
KCNK3 block = human KCNK3 channel inhibition, primary screen. O14649. CHO-KCNK3 thallium flux, FluxOR fluorescence; hits give low values. B-score at 10 µM. hit rate 0.84% among 340,000. AID 602410;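 active = B-score under library mean minus 4 SD, starting fluorescence ratio at most library mean plus 5 SD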;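 note: more negative B-score means stronger inhibition of thallium flux through KCNK3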
Target sequence (O14649 whole entry, looked up): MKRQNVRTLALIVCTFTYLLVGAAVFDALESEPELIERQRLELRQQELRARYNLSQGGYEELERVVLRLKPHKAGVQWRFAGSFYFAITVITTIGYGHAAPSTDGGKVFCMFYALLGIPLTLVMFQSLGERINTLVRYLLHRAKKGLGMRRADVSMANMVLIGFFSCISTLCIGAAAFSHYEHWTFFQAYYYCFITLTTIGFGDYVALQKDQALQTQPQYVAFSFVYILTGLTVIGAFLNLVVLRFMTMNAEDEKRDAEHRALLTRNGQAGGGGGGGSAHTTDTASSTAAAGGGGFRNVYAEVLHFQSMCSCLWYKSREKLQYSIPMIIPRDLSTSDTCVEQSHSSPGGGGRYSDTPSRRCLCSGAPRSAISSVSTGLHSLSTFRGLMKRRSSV
ANO1 activ = mouse TMEM16A channel activation, primary screen. Q8BHY3. HEK293 TMEM16A/YFP-H148Q/I152L, iodide quench fluorescence; hits give low values. B-score at 10 µM. hit rate 0.3% among 340,000. AID 623877;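 active = fluorescence-ratio B-score plate-corrected deviation score at least 3 library SD below zero, with starting fluorescence score within 5 deviations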;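 note: channel opened by trigger with iodide after compound preincubation; score built on the fluorescence ratio of max minus min over baseline; more negative score means more quench and so TMEM16A activation or potentiation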
hERG protect = compounds protecting human hERG from proarrhythmic drug block; activation (rescue from dofetilide block), less the hit threshold, % at 10 µM; Q12809; CHO-hERG, FluxOR thallium flux, dofetilide IC70 present; hit rate 0.51% among 310,000;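 active = activation above the mean of controls blocked by dofetilide plus 5 SD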;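 note: thallium influx through hERG after potassium depolarization seen as dye fluorescence rise; in these data hits start at about 4.7%; inactives centre near -7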
MrgX1 PAM = human MrgX1 positive allosteric modulation, primary screen | hit rate 0.63% among 310,000 | Q96LB2 | AID 588675 | B-score at 10 µM | MrgX1-HEK293, Fluo-4 calcium flux, FDSS; hits give high values;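 active = plate-corrected calcium response at least 3 library SD above typical, normal starting fluorescence, not activating the receptor alone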;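 note: compound read alongside a low EC10 to EC30 dose of BAM8-22 agonist; peak minus trough fluorescence over baseline measured at the second addition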
RGS4 block = human RGS4 inhibition | B-score at 10 µM | P49798 | hit rate 0.45% among 310,000 | HEK293 M3R/RGS4 inducible, Fluo-4 calcium flux; hits give high values; triggered by carbachol at its EC20;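 active = B-score, a plate-corrected calcium signal, over three deviations above library mean, with baseline fluorescence within five deviations of library mean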;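 note: RGS4 expression induced by doxycycline in cells with stable M3 receptor; B-score is computed from the integrated fluorescence ratio over baseline after carbachol; higher B-score means a larger calcium signal and so more RGS4 inhibition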
MrgX1 agonist = human MrgX1 receptor agonism, primary screen; Q96LB2; MrgX1-HEK293 cells, Fluo-4 calcium fluorescence, agonist mode; hits give high values; B-score at 10 µM; hit rate 0.44% among 310,000;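 active = calcium response B-score plate-corrected fluorescence ratio at least 3 library SD, with starting fluorescence B-score inside 5 SD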
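times = overnight plating, then 30 min 37 °C plus 30 min room-temperature dye loading | assay system = stable human MrgX1 HEK293 cell line | input = fifteen thousand cells per well | signal = kinetic calcium dye fluorescence, Fluo-4 NW | dosing = compound delivered in addition one of three | read-out = B-scored fluorescence response ratio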
* = called active by the depositor; i = inactive; x = no result given. Rows were taken by chance. About 6.3% of those tested had a hit in this group.

SMILES	KCNQ1 act	KCNK9 inh	KCNQ1 block	RGS4 pot	TMEM16A inh	KCNK3 block	ANO1 activ	hERG protect	MrgX1 PAM	RGS4 block	MrgX1 agonist
O=C(NCc1ccco1)c1ccc(COCC(F)(F)F)cc1	i	i	i	i	i	i	i	-10.3	i	i	i
CC1CCCCN1S(=O)(=O)c1ccc(C(=O)Nc2nnc(-c3ccncc3)o2)cc1 (centres undefined)	i	i	i	i	i	i	i	-3.2	i	i	i
O=C(NC(=S)NNS(=O)(=O)c1ccccc1)c1cccnc1	i	i	i	i	i	i	i	-1.3	i	i	i
O=C(O)c1ccccc1-c1ccccc1C(=O)Nc1ccc2c(c1)CCC2	i	i	i	i	i	i	i	-8.6	i	i	i
CCOC(=O)N1CCN(S(=O)(=O)c2c(C)[nH]c(=O)[nH]c2=O)CC1	i	i	i	i	i	i	i	-6.2	i	i	i
CN(C)c1ccc(P(=O)(Nc2ccccc2)N2CCOCC2)c(NC(=O)c2cccs2)c1 (centres undefined)	i	i	i	i	i	i	i	-3.5	i	i	i
Nc1nnnn1/N=C/c1ccc(N2CCCCC2)c([N+](=O)[O-])c1	i	i	i	i	i	i	i	-7.4	i	i	i
Cc1ccc(S(=O)(=O)N2CCCN(S(=O)(=O)c3ccc(C)cc3)CC2)cc1	i	i	i	i	i	i	i	-6.2	i	i	i
CCn1c(=O)cc(OCC(=O)Nc2ccccc2C#N)c2ccccc21	i	i	i	i	i	i	i	-11.7	i	i	i
CCOc1ccc(CN2CCNC(=O)C2CC(=O)NCCc2ccccn2)cc1 (centres undefined)	i	i	i	i	i	i	i	-3.0	i	i	i
Cc1csc2c(N(C)CCO)ncnc12	i	i	i	i	i	i	i	-5.9	i	i	i
O=[N+]([O-])CC(c1ccc(F)cc1)c1c[nH]c2ccccc12 (centres undefined)	i	i	i	i	i	i	i	-2.0	6.51*	i	i
N#C/C(=C/c1cccc(O)c1)C(=O)NCc1ccc(Cl)cc1	i	i	i	i	i	i	i	-8.4	i	5.93*	i
CC(=O)Nc1ccc(OCc2ccc(S(=O)(=O)Cc3ccccc3)cc2)cc1	i	i	i	i	i	i	i	-13.9	i	i	i
CC(O)CNc1nc2ccccc2n1CC(=O)N1CCN(Cc2ccccc2)CC1 (centres undefined)	i	i	i	i	i	i	i	-6.4	i	i	i
CCOC(=O)N1CCC(NC(=O)C2CCCN2C(=O)OCc2ccccc2)CC1 (centres undefined)	i	i	i	i	i	i	i	-5.3	i	i	i
O=C(CSc1nc2ccccc2[nH]1)N1CCN(c2ccccc2)CC1	i	i	i	i	i	i	i	-14.0	i	i	i
CCOC(=O)c1cc(-c2ccc(/C=C3/C(=O)NC(=O)C(C#N)=C3C)o2)ccc1Cl	i	i	i	i	i	i	i	-16.4	i	i	i
CC1=C(C(=O)OCC2CCCO2)C(c2ccncc2)C2=C(CCCC2=O)N1 (centres undefined)	i	i	i	i	i	i	i	-5.5	i	i	i
Fc1ccc(NC(=S)Nc2cc(-c3ccccc3)[nH]n2)cc1Cl	i	i	i	i	i	i	i	-13.8	i	i	i
COc1ccccc1CNS(=O)(=O)c1c(C)nc2sccn2c1=O	i	i	i	i	i	i	i	-4.5	i	i	i
COc1cccc(C(=O)CSc2nnc(-c3ccco3)n2CC2CCCO2)c1 (centres undefined)	i	i	i	i	i	i	i	-5.5	i	i	i
N#CC1(NC(=O)COC(=O)c2cc(O)c3ccccc3c2O)CCCCC1	i	i	i	i	i	i	i	-15.6	i	i	i
COC(=O)CCC(=O)NC1CC(C)(C)Cc2c1cnn2-c1ccc(F)cc1 (centres undefined)	i	i	i	i	i	i	i	0.1	i	i	i
CC1CCN(C(=S)c2cccc([N+](=O)[O-])c2)CC1	i	i	i	i	i	i	i	-8.0	i	i	i
COc1cccc2sc(NC(=O)c3ccc(Br)s3)nc12	i	i	i	i	i	i	i	-4.5	i	i	i
COc1ccc2oc(=O)c(C(=O)NCC3CCCO3)cc2c1 (centres undefined)	i	i	i	i	i	i	i	-4.8	i	i	i
Cc1ccc(-c2noc(N=O)c2NO)cc1	i	-7.05*	i	i	i	i	i	-16.9	i	i	i
CC(C)C1=CC(=NS(=O)(=O)c2cccc([N+](=O)[O-])c2)C=C(C(C)C)C1=O	i	i	i	i	i	i	i	-16.5	i	i	i
CCCCNc1c(C(=O)OCC)c(=O)[nH]c2ccccc12	i	i	i	i	i	i	i	-10.2	i	i	i
CCCc1c(C(=O)N/N=C/c2cccnc2)nnn1-c1nonc1N	i	i	i	i	i	i	i	-4.6	i	i	i
Cc1ccc(CNC(=O)COC(=O)[C@@H]2CC(O)CN2S(=O)(=O)c2ccc3c(c2)OCCO3)cc1 (some centres undefined)	i	i	i	i	i	i	i	-3.2	i	i	i
COc1ccc2nc(NC(=O)c3cccc(-c4cc5ccccc5oc4=O)c3)sc2c1	i	i	i	i	i	i	i	-3.1	i	i	i
Cc1c(C(=O)N(C)c2ccccc2Cl)cnn1-c1ccccc1	i	i	i	i	i	i	i	-6.0	i	i	i
CN(C)c1ccc(C2Nc3ccccc3C(=O)N2CCN2CCNC2=O)cc1 (centres undefined)	i	i	i	i	i	i	i	-5.1	i	i	i
COc1cc(C(=O)Nc2cc(C)ccn2)ccc1OCC(=O)N1CCOCC1	i	i	i	i	i	i	i	-9.7	i	i	i
O=C(CCCCn1c(=O)c2ccccc2n(CC(=O)Nc2ccc(F)cc2)c1=O)NCc1ccco1	i	i	i	i	i	i	i	-3.7	i	i	i
C[C@@]12C(=O)N(CC3CC3)CC(=O)N1[C@H](C1CC1)[C@@H]1C(=O)N(c3ccccc3)C(=O)[C@@H]12	i	i	i	i	i	i	i	-2.7	i	i	i
O=C(Nc1ccc2c(c1)OCO2)C1Cc2ccccc2CN1S(=O)(=O)c1cccs1 (centres undefined)	i	i	i	i	i	i	i	-8.4	i	i	i
O=c1cc(C(F)(F)C(F)F)oc2ccccc12	i	i	i	i	i	i	i	-2.4	i	i	i
Cc1cc(C)c(/C=N/n2c(C)cc(C)c(C#N)c2=O)c(C)c1	i	i	i	i	i	i	i	-1.4	i	i	i
COc1ccccc1N1CCN(C(=O)C2CCN(C(=O)c3cccc(Cl)c3)CC2)CC1	i	i	i	i	i	i	i	-15.2	i	i	i
O=C(Cc1ccccc1)Nc1ccc(NC(=O)C2CC2)nc1	i	i	i	i	i	i	i	-9.3	i	i	i
Cc1nn(C)c(C)c1S(=O)(=O)N(CC(=O)NCCN1CCOCC1)c1ccc(C(C)C)cc1	x	x	x	x	i	i	i	x	i	x	i
COc1ccc(NC(=O)c2cc(-c3ccc4c(c3)OCO4)on2)cc1OC	i	i	i	i	i	i	i	-5.4	i	i	i
Cc1ccc(CSCC(=O)N/N=C/c2cccc(OC3CSC3)c2)cc1	i	i	i	i	i	i	i	-9.3	i	i	i
CN1CCN(C(=O)C2CCCN(S(=O)(=O)c3ccc(Br)cc3)C2)CC1 (centres undefined)	i	i	i	i	i	i	i	-10.1	i	i	i
Cc1ccc(C(=O)COC(=O)c2cc(Cl)nc3ccccc23)cc1	i	i	i	i	i	i	i	-6.2	i	i	i
CC(=O)C(C(C)=O)C(NC(=O)c1cccnc1)(C(F)(F)F)C(F)(F)F	i	i	i	i	i	i	i	-13.0	i	i	i
CC(c1nnc(SCC(=O)N2CC(=O)Nc3ccccc32)n1Cc1ccccc1)N(C)C (centres undefined)	i	i	i	i	i	i	i	-8.9	i	i	i
COc1cccc(N2CC(C(=O)Nc3nnc(SCC(=O)c4ccccc4)s3)CC2=O)c1 (centres undefined)	i	i	i	i	i	i	i	-2.9	i	i	i
O=C1CC(c2ccccc2)CC(=O)C1=CN1CCCC1 (centres undefined)	i	i	i	i	i	i	i	-10.1	i	i	i
O=Cc1c(NCCN2CCCC2)c2ccccc2[nH]c1=O	i	i	i	i	i	i	i	-1.9	i	i	i
CNC(=O)/C(C#N)=C\c1ccc(CNS(=O)(=O)c2ccc(Cl)cc2)o1	i	i	i	i	i	i	i	-7.3	i	i	i
O=C(Cn1cnc2ccccc21)Nc1cc(C(F)(F)F)ccc1N1CCOCC1	i	i	i	i	i	i	i	-0.3	i	i	i
Cc1cc(C(F)F)nn1CC(=O)NCc1ccccc1F	i	i	i	i	i	i	i	-0.4	i	i	i
S=C1NC(C23CC4CC(CC(C4)C2)C3)=CC(c2ccc3c(c2)OCO3)N1 (centres undefined)	i	i	i	i	i	i	i	-18.3	i	i	i
CCN(CC(=O)Nc1ccc(NC(C)=O)cc1)C(=O)/C=C/c1cn(-c2ccccc2)nc1-c1ccc(F)cc1	i	i	i	i	i	i	i	-17.4	i	i	i
CSCCC1C(C#N)=C(N)Oc2n[nH]c(-c3cccs3)c21 (centres undefined)	i	i	i	i	i	i	i	-11.2	i	i	i
Cc1cccc(NC(=O)CN(C)S(=O)(=O)c2ccc(-c3ccc(=O)[nH]n3)s2)c1C	i	i	i	i	i	i	i	-5.8	i	i	i
(listing goes on)
SMILES	KCNQ1 act	KCNK9 inh	KCNQ1 block	RGS4 pot	TMEM16A inh	KCNK3 block	ANO1 activ	hERG protect	MrgX1 PAM	RGS4 block	MrgX1 agonist
COCCN(C(=O)CCC(=O)Nc1cc(C)on1)C(C(=O)NC1CCCC1)c1ccc(C)cc1 (centres undefined)	i	i	i	i	i	i	i	0.0	i	i	i
CCn1nc(C)c(CN2CCC(n3nccc3NC(=O)c3ccccc3OC)CC2)c1C	i	i	i	i	i	i	i	-7.0	i	i	i
CCc1cc(=O)oc2c(CN3CCN(C)CC3)c(O)ccc12	i	i	i	i	i	i	i	-4.5	i	i	i
CC(=O)Nc1ccc(NC(=O)C(C)OC(=O)/C=C/c2ccc3c(c2)OCO3)cc1 (centres undefined)	i	i	i	i	i	i	i	-8.8	i	i	i
CC(C(=O)c1c[nH]c(C(N)=O)c1)c1ncc(C(F)(F)F)cc1Cl (centres undefined)	i	i	i	i	i	i	i	-8.9	i	i	i
Cc1ccccc1OCCCc1c(C)n[nH]c1C	i	i	i	i	i	i	i	-6.7	i	i	i
